Assay outcomes (PubChem BioAssay)
15-hLO-2 inh = qHTS Assay for Inhibitors of 15-hLO-2 (15-human lipoxygenase 2); AID 881, 2007; purified 15hLO-2, xylenol orange hydroperoxide absorbance; 110,000 tested, 0.56% active; Polyunsaturated fatty acid lipoxygenase ALOX15B (Homo sapiens), O15296; Potency, µM (series often up to 57.1 µM), for inactives: top-dose activity change, negative = inhibition, hits mostly inhibitors; further: potency means the concentration at half of the fitted maximal effect; nearly all actives have a fitted effect of over 60% in size; many of its hits are not listed in these tables
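Purified human 15hLO-2 (50 nM final) preincubated with compounds 15 min at room temperature in 25 mM Hepes pH 7.5, 0.01% Triton X-100, then 45 uM arachidonic acid added for 90 min; hydroperoxide detected via ferrous/xylenol orange, 573/405 nm absorbance ratio.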
PNC inhibitor = High Content Assay for Compounds that inhibit the Assembly of the Perinucleolar Compartment; activity change (PNC), negative = inhibition, % at 10 µM; PC3M PTB-GFP, PNC prevalence imaging, 16 h; hits give low values; AID 2417, 2010; 140,000 tested, 3.1% active;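 active means readout at or below -70, meaning at least 70% loss of cells showing the perinucleolar compartment, a nuclear body marking cancer cells; inconclusive means readout between -30 and a set limit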;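 further: plate controls were DMSO wells for no effect and camptothecin positive control wells for full effect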
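PC3M cells stably expressing PTB-GFP, 750–1000 cells/well, treated 16 h at 37 °C with compound (23 nl of library stock), in duplicate. After paraformaldehyde fixation and Hoechst stain, imaged at 20x; PNC prevalence scored by image analysis.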
IMPase inh = qHTS Assay for Identifying the Cell-Membrane Permeable IMPase Inhibitors. Inositol monophosphatase 1 (Rattus norvegicus), P97697. CHO-M1 cells, IP1 accumulation, HTRF TR-FRET ratio. inhibition (IP1 accumulation), % at 46.1 µM. 120,000 tested, under 10 active; active means well fitted curve in the direction sought with a large enough effect in the signal ratio, not every such curve was filed as active; inconclusive means small, poorly fitted or top-dose-only effect, or a change in a side signal; inactive means no such curve, though single readings can be large or run the other way; the % refers to the signal ratio;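 further: cells stimulated with carbachol in lithium chloride buffer; plate controls were DMSO basal wells for no effect and reference inhibitor wells for full effect; higher means more IMPase inhibition seen as more IP1 and lower FRET ratio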
Target sequence (P97697 whole entry, looked up): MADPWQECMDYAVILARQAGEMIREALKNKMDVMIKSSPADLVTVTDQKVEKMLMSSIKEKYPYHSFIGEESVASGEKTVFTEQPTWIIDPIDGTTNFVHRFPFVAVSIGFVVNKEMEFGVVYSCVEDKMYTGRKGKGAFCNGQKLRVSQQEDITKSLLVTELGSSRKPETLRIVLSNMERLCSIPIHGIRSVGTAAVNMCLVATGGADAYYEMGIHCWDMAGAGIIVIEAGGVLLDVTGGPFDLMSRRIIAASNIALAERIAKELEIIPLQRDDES
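Carbachol-driven Gq signalling in CHO-M1 cells (2000/well) generates IP1. Compounds that block IMPase raise IP1 and so reduce the FRET signal from Eu-anti-IP1 and d2-IP1 after a 10 min room-temperature lysis.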
ALOX12 inhib = qHTS Assay for Inhibitors of 12-hLO (12-human lipoxygenase). purified 12-hLO, xylenol orange hydroperoxide absorbance. 150,000 tested, 0.12% active. Potency, µM (series often up to 57.1 µM), for inactives: top-dose activity change, negative = inhibition, actives largely listed as inhibitors. Polyunsaturated fatty acid lipoxygenase ALOX12 (Homo sapiens), P18054. AID 1452, 2008; further: potency means the concentration at half of the fitted maximal effect; nearly all actives have a fitted effect of over 55% in size; many of its hits are not listed in these tables
Target sequence (P18054 whole entry, looked up): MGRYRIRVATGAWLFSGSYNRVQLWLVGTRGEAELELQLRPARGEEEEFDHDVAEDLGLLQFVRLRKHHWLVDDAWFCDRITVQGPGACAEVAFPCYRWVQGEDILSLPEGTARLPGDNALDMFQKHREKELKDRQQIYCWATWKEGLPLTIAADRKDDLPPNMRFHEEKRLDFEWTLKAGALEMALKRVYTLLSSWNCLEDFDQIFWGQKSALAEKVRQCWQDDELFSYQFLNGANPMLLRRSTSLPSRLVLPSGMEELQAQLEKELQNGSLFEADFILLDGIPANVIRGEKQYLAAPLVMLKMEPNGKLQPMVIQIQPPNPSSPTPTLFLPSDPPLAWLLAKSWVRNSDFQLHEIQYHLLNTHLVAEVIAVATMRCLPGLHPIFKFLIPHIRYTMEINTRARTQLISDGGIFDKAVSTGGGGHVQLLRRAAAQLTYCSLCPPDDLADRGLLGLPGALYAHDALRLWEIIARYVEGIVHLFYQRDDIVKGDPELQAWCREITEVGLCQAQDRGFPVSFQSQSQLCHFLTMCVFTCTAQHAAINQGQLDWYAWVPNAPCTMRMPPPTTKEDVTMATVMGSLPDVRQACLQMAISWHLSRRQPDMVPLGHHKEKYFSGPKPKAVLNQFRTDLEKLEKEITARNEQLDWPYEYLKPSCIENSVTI
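Purified human 12hLO (150 nM final) was preincubated with compounds for 15 min at room temperature in 25 mM Hepes pH 7.0, 0.01% Triton X-100, then reacted with 40 uM arachidonic acid for 30 min. Hydroperoxide was detected with ferrous iron/xylenol orange.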
Active calls of the source: *; u = inconclusive; x = not tested or not shown; & = joins results of further samples; [ ] = dose if it differs, or a comment. Unless noted, the call rests on the fitted dose curve; in most records, active means well fitted curve in the direction sought with a large enough effect; inconclusive means small, poorly fitted or top-dose-only effect, or another doubt; inactive means no such curve, though single readings can be large; an effect the other way counts as inactive or inconclusive. Unless noted, on the % scale 0 is the no-effect control and ±100 the full control effect.

IMPase inh | ALOX12 inhib | 15-hLO-2 inh | PNC inhibitor | Compound
1 | -3% | x | -100* | CC(C)c1nnc(SCC(=O)Nc2ccc3c(c2)OCO3)n1C
3 | -16% | 1% | -18 | O=C(Cn1cnc2ccccc2c1=O)c1ccc2ccccc2c1
-4 | -6% | 7% | 5 | CCN(Cc1cc2ccc(C)cc2[nH]c1=O)C(=O)c1cccnc1
x | 1% | x | -23 | CN(C)C(=S)Nc1ccc([N+](=O)[O-])cc1
2 | -1% | x | -11 | COc1ccc(/C=C/C(=O)Nc2ccc(-n3nncc3-c3ccccc3)cc2)cc1OC
-5 | -10% | -2% | 20 | c1cc2c(cc1C1=Nn3c(nnc3C3CCCCC3)SC1)OCO2
7 | -7% | 8% | 3 | C/C(N)=C(/C#N)C(=O)COC(=O)C1CCC(C(C)(C)C)CC1 (stereo not given)
3 | 1% | 0% | u | CSc1nnc(NC(=O)c2ccc(C)c(S(=O)(=O)N3CCOCC3)c2)s1
-3 | 3% | -7% | 13 | O=C(Nc1nnc(CC(c2ccccc2)c2ccccc2)s1)c1ccco1
3 | -1% | 2% | u | Cc1cccc(Cn2cnc3c(NS(C)(=O)=O)c(C)c(C)cc32)c1
-5 | 3% | 3% | u | Cc1cc2ccccc2c(=O)n1CC(=O)N(C)c1ccc(F)cc1
0 | 1% | -1% | -3 | Cc1ccsc1C(=O)Nc1cc(C(C)(C)C)nn1-c1ccccc1
-9 | -1% | -22% | u | N#Cc1nc(-c2cccs2)oc1NCc1ccccc1Cl
x | -4% | x | 44 | Nc1c(C(=O)Nc2ccc(Cl)c(Cl)c2)sc2nc(-c3cccnc3)ccc12
-5 | -9% | 4% | 37 | COc1cccc(-n2c(SCC(=O)NC(C)(C)C)nnc2-c2ccoc2C)c1
8 | -29% | 4% | -9 | CCCCOc1cc(C)nc(NCc2ccccc2)n1
9 | 0% | 9% | 95 | CS(=O)(=O)c1ccccc1-c1nc(-c2cc(C(F)(F)F)cc(C(F)(F)F)c2)no1
12 | -3% | 2% | -4 | Cc1ccc(N(C(=O)CNC(=O)c2ccco2)C(C(=O)NCC2CCCO2)c2ccccc2)cc1 (stereo not given)
11 | -2% | x | 58 | Cc1cccc(C)c1N=C1NN=C(c2ccccc2F)CS1
-5 | -3% | 1% | -1 | O=C(COc1ccc(=O)n(-c2ccccc2)n1)Nc1ccccc1
x | -1% | x | u | CCC(C)[C@H](NC(=O)Nc1ccc(S(N)(=O)=O)cc1)C(=O)O (stereo not given in full)
-4 | 1% | 6% | -27 | O=C(CCN1C(=O)c2ccccc2S1(=O)=O)NCc1ccco1
x | -5% | x | 20 | COC1=C(c2ccccc2)C(=O)c2ccccc2C1=O
-18 | -3% | 3% | u | O=C(Nc1cccnc1)C1OCCc2ccccc21 (stereo not given)
x | -3% | x | 184 | O=C(Nc1cc(S(=O)(=O)N2CCCCC2)ccc1Cl)c1ccccc1NS(=O)(=O)c1ccc(F)cc1
3 | -1% | x | -2 | CC1=C(C(=O)Nc2ccccc2)C(c2coc3ccccc3c2=O)C2=C(CCCC2=O)N1 (stereo not given)
x | 14% | x | -3 | CCc1ccc(/C=N\NC(=O)c2ccc(Br)o2)s1
2 | 2% | -6% | 26 | CCCCSc1nc2c(cnn2-c2ccc(Cl)cc2)c(=O)[nH]1
6 | 0% | 7% | u | O=c1cc(CSc2ccc(Cl)cc2)nc2nc[nH]n12
x | 2% | 4% | x | Cc1cc(=O)oc2cc(O)c(O)cc12
12 | 3% | 25% | 28 | CCN1CCN(c2ccc(NC(=O)CCc3c(C)nc4c(-c5ccccc5)c(C)nn4c3C)cc2)CC1
1[1.84 µM] | 2% | 4%[11.4 µM] | -12 | Cc1nc(-c2ccccc2)sc1C(=O)CSc1ccc(Br)cc1
3 | 4% | 1% | -25 | Cc1ccc(CN2C(=O)CCC2C(=O)NCCN(CC(C)C)CC(C)C)cc1 (stereo not given)
4 | 0% | 27% | -21 | Cc1nn(-c2ccccc2)c(C)c1C(=O)OC/C(O)=C(\C#N)c1nc2ccccc2[nH]1
0 | 0% | 0% | -19 | COc1ccccc1CNC(=O)C1CC(=O)N(C2CCCC2)C1 (stereo not given)
5 | -12% | 4% | -3 | N/C(Cc1ccc([N+](=O)[O-])cc1)=N\OC(=O)COc1cccc2ccccc12
-1 | 4% | 7% | u | COc1ccccc1N1CCN(C(=O)c2cn(-c3ccccc3)nc2-c2cccnc2)CC1
x | -1% | x | 1 | CC(NC(=O)COC(=O)/C=C/c1cccc(C(F)(F)F)c1)c1ccccc1 (stereo not given)
3 | 2% | x | 47 | CCOc1ccc2nc(N3CCC(C(=O)N4CCN(C5CCCCC5)CC4)CC3)sc2c1
x | -2% | x | 8 | Cc1nc(-c2cn[nH]c2-c2ccc(O)cc2O)cs1
u | -15% | -28% | u | Cc1csc(NC(=O)c2sc3nc(-c4cccs4)ccc3c2N)n1
x | -4% | x | 33 | COc1ccc(C(=O)Nc2cccnc2)cc1C(=O)Nc1cccnc1
0 | -2% | -1% | u | CCOc1ccc(N(CC(=O)NCC(C)C)S(C)(=O)=O)cc1
13 | -5% | -8% | u | Cc1cc(C)c(S(=O)(=O)Nc2ccc(O)cc2)c(C)c1
-2 | -11% | -22% | -7 | Cc1ccccc1C(=O)N1CCN(c2ccc([N+](=O)[O-])c(N3CCOCC3)c2)CC1
11 | -4% | x | -20 | CN(c1cccc(NC(=O)COc2ccc(Cl)cc2Cl)c1)S(C)(=O)=O
-4 | -2% | 7% | 12 | CCC(C)(C(=O)NC1CCCCC1)N(Cc1ccco1)C(=O)CNC(=O)c1ccccc1 (stereo not given)
2 | -5% | -1% | 49 | COc1ccccc1CN1C(=O)[C@@H]2C(CCC(N)=O)NC3(C(=O)Nc4c3ccc(Cl)c4C)[C@@H]2C1=O (stereo not given in full)
1 | 0% | -12% | -27 | Cc1ccc(NC(=O)C(=S)NCc2ccco2)cc1
-2 | -11% | x | -16 | CCOc1ccc(/C=N/NC(N)=S)cc1

PNC inhibitor, entries above that show a hit.
IMPase inh | ALOX12 inhib | 15-hLO-2 inh | PNC inhibitor | Compound
1 | -3% | x | -100* | CC(C)c1nnc(SCC(=O)Nc2ccc3c(c2)OCO3)n1C

Back to the main list, repeating the two entries before the break.
IMPase inh | ALOX12 inhib | 15-hLO-2 inh | PNC inhibitor | Compound
1 | 0% | -12% | -27 | Cc1ccc(NC(=O)C(=S)NCc2ccco2)cc1
-2 | -11% | x | -16 | CCOc1ccc(/C=N/NC(N)=S)cc1
5 | 3% | 3% | 47 | CC(C)(C)c1cc(NC(=O)COc2ccc(Br)cc2)n(-c2ccccc2)n1
4 | 2% | -16% | -4 | O=C(CCS(=O)(=O)c1cccc2nsnc12)NCc1ccccc1Cl
x | 1% | -3% | x | CCC1=C2CC[C@H]3C(=O)N(CC)C(=O)[C@H]3[C@H]2[C@@]2(Cc3ccccc3)C(=O)N(CC3CC3)C(=O)N2C1=O
-3 | 1% | -7% | 22 | COC(=O)c1nc2nc(C)cc(C(F)(F)F)n2n1
9 | -3% | x | 80 | Clc1ccc(-c2cc(CSc3cccc(Cl)c3)on2)cc1
4 | 0% | x | -89* | CN(C)CCNC(=O)/C=N/O
x | 2%[11.4 µM] | 5%[11.4 µM] | x | NS(=O)(=O)c1ccc(N=Nc2nc3[nH]c(=O)[nH]c(=O)c3[nH]2)cc1
x | 1% | x | 38 | CCn1c(O)c(/C=C2\C=NN=C2c2ccc(C)cc2)sc1=S
17 | 0% | 10% | -6 | CCn1ncc(NC(=O)Nc2cccc(C(F)(F)F)c2)c1C(N)=O
x | -3% | x | -6 | O=C(CN1CCCCCC1)N/N=C/c1ccc(Cl)c(Cl)c1
-4 | 6% | x | -20 | COc1cc(S(=O)(=O)Nc2cccc(C)c2)ccc1NC(=O)c1ccncc1
x | -4% | -4% | x | COc1ccc(OC)cc1
-11[1.84 µM] | 2% | x | -3 | O=C(CCCCCn1c(=O)[nH]c2ccsc2c1=O)N1CCCCC1
x | -3% | x | 62 | S=C(NCc1ccc2c(c1)OCO2)NCc1ccc2c(c1)OCO2
x | -1% | x | 44 | CCN(c1ccccc1)S(=O)(=O)c1ccc(Cl)c(NC(=O)COC(=O)c2cccc(OC)c2O)c1
4 | 4%&-5% | -16%&-6% | 20 | O=C1c2ccccc2C(=O)C1c1ccc2ccccc2n1
x | 2%[11.4 µM] | 4%[11.4 µM] | x | CN(C)CCCn1cnc2cc(Cl)c(Cl)cc21
x | -4% | x | u | O=C(NCCN1CCOCC1)/C(=C\c1ccc(Br)cc1)NC(=O)c1cccs1
1 | -3% | -4% | -15 | CCC(c1nnnn1Cc1ccc(F)cc1)N1CCN(C2CCCCC2)CC1 (stereo not given)
4 | 0% | -13% | -24 | O=C1c2cnc3nc(SCc4cccc(Cl)c4)nn3c2CC2c3ccccc3CCN12 (stereo not given)
8 | 3% | 6% | u | c1cn2cc(CSC3CCCCC3)nc2s1
x | -9% | x | -14 | CCCCN=C1NN=C(c2cc3ccccc3o2)CS1
17 | 9% | 17% | 10 | COc1ccc(-c2nc(Cn3c(SCc4cccc(F)c4)nc4ccncc43)c(C)o2)cc1OC
-13 | -1% | -4% | u | Cc1ccc(-c2nc(C#N)c(NCc3ccco3)o2)cc1
x | 1% | x | -1 | Cc1cccc(-c2n[nH]c(=S)n2-c2ccccc2)c1[N+](=O)[O-]
x | -7% | x | 32 | O=C(CN1CCN(c2ccc(O)cc2)CC1)Nc1cc(S(=O)(=O)N2CCOCC2)ccc1Cl
4 | -7% | 2% | u | CCc1ccc(NC(=O)N(Cc2ccco2)C(C)c2cccs2)cc1 (stereo not given)
x | 5% | x | -21 | Cc1c(/C=N\NC(=O)C2(C)CC2(Cl)Cl)cnn1C (stereo not given)
13 | -5% | x | 14 | Cc1nn(C)c(C)c1CN(C)S(=O)(=O)c1ccc2ccccc2c1
x | -3% | x | -23 | CCOc1nc(Nc2ccc([N+](=O)[O-])cc2)nc(NC(C)(C)C)n1
18 | 5% | 1% | 16 | COc1ccc(NC(=O)CCc2ccccc2)cc1NC(=O)c1ccco1
-12 | -1% | -3% | 12 | COc1ccc(CCNC(=O)COC(=O)c2ccco2)cc1OC
-17 | -2% | u | 23 | O=C(N/N=C/c1ccc(Sc2ccccn2)o1)c1cc2ccccc2cc1O
x | -2% | x | 10 | COC(=O)C1CCN(C(=O)CSc2ccccc2)CC1
-5 | -9% | -9% | -106* | O=C1c2ccccc2C(=O)N1Nc1ccccc1
u | -3% | -1% | -5 | CC(Sc1cnc2ccccc2n1)C(=O)O (stereo not given)
7 | -12% | 0% | 28 | O=C(COc1c(F)c(F)cc(F)c1F)NC(=O)NC1CCCC1
11 | 3% | 0% | u | COc1ccccc1N=c1scc(-c2ccc3c(c2)NC(=O)CO3)n1CC1CCCO1 (stereo not given)
7 | 6% | -7% | -4 | COc1ccc(CCNC(=O)c2cc(CC(C)C)on2)cc1OC
x | 1% | x | u | c1ccc2sc(Sc3ncnc4sccc34)nc2c1
-2 | -13% | -23% | 17 | Cc1ccc2[nH]cc(C(=O)CN3CCN(c4ccccc4F)CC3)c2c1
2 | 1% | x | 41 | Cc1cc(C)c(NC(=O)C2c3ccccc3Oc3ccccc32)c(C)c1
2 | -1% | -12% | -3 | Cc1ccc(SCCC(=O)OCC(=O)Nc2ncc(Cl)cc2Cl)cc1
-7 | -4% | 6% | -7 | O=C(NCc1cccnc1)c1cc2ccccc2oc1=O
7 | 2% | 4% | 62 | O=C(N/N=C/c1ccc(OCc2ccccc2)cc1)c1cccs1
-6 | -24% | x | -97* | O=C(/C=C/NCC(=O)c1ccccc1)c1ccc(Br)cc1
5 | 6% | -4% | -12 | O=S(=O)(NCC1CCCO1)c1ccc(Oc2ccccc2)cc1 (stereo not given)

These rows are one share of the data (hit frequency here may not be typical).
